Screening results as filed in PubChem.
ALOX12 inhib: inhibitors of human 12-lipoxygenase (ALOX12); P18054; purified 12-hLO, xylenol orange hydroperoxide absorbance; Potency, µM (top dose mostly 57.1 µM), for the others: top-dose activity change, negative = inhibition, actives largely listed as inhibitors; 150,000 tested, 0.12% active; note: potency is the fitted concentration of half-maximal effect; nearly all actives have a fitted effect of over 55% in size; many of its hits are not listed in these tables
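Purified human 12hLO (150 nM), preincubated 15 min with compound, then 40 uM arachidonic acid for 30 min, room temperature, Hepes pH 7.0 with 0.01% Triton X-100. Hydroperoxide detected by ferrous iron/xylenol orange; 573/405 nm absorbance ratio gives reaction progress.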
ALOX15B inhib: 15-hLO-2 (ALOX15B) enzyme inhibition; O15296; purified 15hLO-2, xylenol orange hydroperoxide absorbance; Potency, µM (titrated, usually from 57.1 µM), inactives show at the highest dose activity change, negative = inhibition, usual class: inhibitors; 110,000 tested, 0.56% active; note: potency is the fitted concentration of half-maximal effect; nearly all actives have a fitted effect of over 60% in size; many of its hits are not listed in these tables
Target sequence (O15296 whole entry, looked up): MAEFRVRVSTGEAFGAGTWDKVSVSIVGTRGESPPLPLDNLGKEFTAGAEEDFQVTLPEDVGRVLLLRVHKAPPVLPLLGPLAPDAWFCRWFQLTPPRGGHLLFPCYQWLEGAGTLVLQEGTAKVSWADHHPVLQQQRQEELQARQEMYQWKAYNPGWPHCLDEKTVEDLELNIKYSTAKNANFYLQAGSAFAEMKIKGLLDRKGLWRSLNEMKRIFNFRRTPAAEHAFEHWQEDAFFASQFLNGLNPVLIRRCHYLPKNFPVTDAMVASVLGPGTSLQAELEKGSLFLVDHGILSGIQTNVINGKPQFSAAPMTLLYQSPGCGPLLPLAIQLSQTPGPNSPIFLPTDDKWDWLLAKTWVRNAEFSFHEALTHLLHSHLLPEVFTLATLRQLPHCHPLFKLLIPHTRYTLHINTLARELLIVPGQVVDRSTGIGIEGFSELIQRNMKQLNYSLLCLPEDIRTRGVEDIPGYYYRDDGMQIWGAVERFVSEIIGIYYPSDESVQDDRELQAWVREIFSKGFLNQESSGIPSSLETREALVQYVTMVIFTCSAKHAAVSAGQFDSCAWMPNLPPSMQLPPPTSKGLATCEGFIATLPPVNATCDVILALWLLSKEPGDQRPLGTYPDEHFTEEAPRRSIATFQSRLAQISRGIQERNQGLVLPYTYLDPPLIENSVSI
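Purified human 15hLO-2 (50 nM final) preincubated with compounds 15 min at room temperature in 25 mM Hepes pH 7.5, 0.01% Triton X-100, then 45 uM arachidonic acid added for 90 min; hydroperoxide detected via ferrous/xylenol orange, 573/405 nm absorbance ratio.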
IMPase cell inh: membrane-permeable compound that blocks inositol monophosphatase | CHO-M1 cells, IP1 accumulation, HTRF TR-FRET ratio | inhibition (IP1 accumulation), % at 46.1 µM | 120,000 tested, under 10 active; active = well fitted curve in the direction sought with a large enough effect in the signal ratio, not every such curve was filed as active; inconclusive = small, poorly fitted or top-dose-only effect, or a change in a side signal; inactive = no such curve, though single readings can be large or run the other way; the % refers to the signal ratio;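 note: cells stimulated with carbachol in lithium chloride buffer; plate controls were DMSO basal wells for no effect and reference inhibitor wells for full effect; higher means more IMPase inhibition seen as more IP1 and lower FRET ratio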
Target sequence (P97697 whole entry, looked up): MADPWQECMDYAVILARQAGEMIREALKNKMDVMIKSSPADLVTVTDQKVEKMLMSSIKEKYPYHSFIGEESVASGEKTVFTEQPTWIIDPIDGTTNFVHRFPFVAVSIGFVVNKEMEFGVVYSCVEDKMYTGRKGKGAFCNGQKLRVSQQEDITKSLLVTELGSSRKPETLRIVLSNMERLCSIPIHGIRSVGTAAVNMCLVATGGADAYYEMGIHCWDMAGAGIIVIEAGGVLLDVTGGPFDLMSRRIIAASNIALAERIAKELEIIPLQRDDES
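The IP-One HTRF competitive assay in carbachol-stimulated CHO-M1 cells quantifies cellular IP1. Compounds spanned up to 46 uM final, and activity is expressed as AC50 from concentration-response fits of the ratio and donor data.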
PNC assembly inh: inhibitors of perinucleolar compartment assembly; 140,000 tested, 3.1% active; PC3M PTB-GFP, PNC prevalence imaging, 16 h; stronger effect = lower value; activity change (PNC), negative = inhibition, % at 10 µM;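 active = readout at or below -70, meaning at least 70% loss of cells showing the perinucleolar compartment, a nuclear body marking cancer cells; inconclusive = readout between -30 and a set limit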;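 note: plate controls were DMSO wells for no effect and camptothecin positive control wells for full effect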
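Read-out is percentage of cells bearing a perinucleolar compartment, from automated 20x imaging of fixed, Hoechst-stained PC3M PTB-GFP cells. Cells were seeded 4 h, then exposed 16 h to compound (23 nl of library stock) in duplicate plates.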
An asterisk follows results filed as active; u = inconclusive; x = not tested or not shown; [ ] = dose if it differs, or a comment. Unless noted, calls come from the whole dose curve; as a rule, active = well fitted curve in the direction sought with a large enough effect; inconclusive = small, poorly fitted or top-dose-only effect, or another doubt; inactive = no such curve, though single readings can be large; an effect the other way counts as inactive or inconclusive. Unless noted, % is set by controls: 0 for no effect and ±100 for the full control effect. Some of the compounds tested (hit frequency here may not be typical).

SMILES	ALOX12 inhib	ALOX15B inhib	IMPase cell inh	PNC assembly inh
Cc1ccc(-c2nn3c(-c4ccco4)nnc3c3ccccc23)cc1S(=O)(=O)N1CCOCC1	-3%	-3%	-7	20
CCS(=O)(=O)N1Cc2ccccc2CC1C(=O)Nc1ccc(NC(C)=O)cc1 (stereo not given)	4%	2%	4	44
C=C1C(C2(C)C=CC(=O)C(C)(C)C2CC(=O)OC)CC[C@@]2(C)C(c3ccoc3)OC(=O)C3OC132 (stereo not given in full)	-6%	-2%	x	x
O=C(c1scc2c1CCCC2)N1CCCCC1	-2%	9%	-1	u
CCOC(=O)C1CCCN(CCC(=O)Nc2ccccc2)C1 (stereo not given)	3%	0%	5	28
O=C(/C=C/c1ccc2c(c1)OCO2)c1ccc[nH]1	-2%	x	x	4
COC(=O)CC1=C(C(=O)OC)C(c2ccc3c(c2Cl)OCO3)C(C#N)=C(N)O1 (stereo not given)	-4%	4%[2.29 µM]	-6	29
O=C(Cn1c(NCCO)nc2ccccc21)c1ccccc1	2%	x	x	15
COCCNC(=O)C(C#N)c1nc2ccccc2nc1N1CCCCCC1 (stereo not given)	-19%	-9%	4	-2
CSc1ccccc1NC(=O)c1ccncc1	-6%	-14%	13	-25
c1cn(CCCNc2ncnc3nc[nH]c23)cn1	-2%	13%	-2	-112*
CCOC(=O)Cn1cnc2c(nnn2-c2ccc(OC)cc2)c1=O	-6%	11%	0	12
O=C(O)CSc1nnc(CNc2ccccc2Cl)n1-c1ccccc1	0%	-6%	3	-21
CCCCCn1nc(C)c2c(C)cc(=O)[nH]c21	2%	x	7	-3
CC(C)Cc1cc(C(=O)N2CCN(c3ccc(F)cc3)CC2)no1	-8%	2%	-3	-6
CN1CCc2c(sc(NC(=O)c3ccc(S(=O)(=O)N4CCOCC4)cc3)c2C(N)=O)C1	-8%	14%	-2	u
CCc1cccc(NC(=O)C2CCCC2)c1	-2%	1%	3	25
O=[N+]([O-])c1cccc(-c2nnn(C34CC5CC(CC(C5)C3)C4)n2)c1	1%	9%	-1	-8
CC(C)(C)OC(=O)N1CCCC1C(=O)N1CCc2ccccc21 (stereo not given)	-4%	x	-3	-23
Cc1ccc(N2C(=O)NC(NC(=O)C(C)(C)C)(C(F)(F)F)C2=O)cc1C (stereo not given)	-3%	x	x	u
Fc1ccc(-c2[nH]ncc2-c2nnnn2-c2ccccc2)c(F)c1	-9%	2%	-20	u
COc1ccc(-c2nn(-c3ccccc3)cc2CO)cc1OC	3%	4%	-1	-14
O=C(COC(=O)c1cccnc1)Nc1ccccc1	2%	x	9	-19
Cc1ccc(C2N(c3cccc(Cl)c3)C(=O)C3CCCN32)o1 (stereo not given)	0%	4%	2	16
Cc1ccc(Nc2nc(N3CCOCC3)nc(N3CCOCC3)n2)cc1	1%	3%	4	53
N=C1[C@@H](O)[C@]2(I)c3ccccc3N3C(=N)[C@H](O)[C@@H]4c5ccccc5N1[C@@H]4[C@@H]32	-17%[11.4 µM]	u	x	x
Cc1ncc([N+](=O)[O-])n1CC(=O)NC(C)(C)C	0%	x	x	16
O=C(Nc1nc(N2C(=O)c3ccccc3C2=O)n(-c2ccccc2)n1)c1ccc(Cl)cc1	-18%	54%[activator]	15	-17
O=C(N/N=C/c1ccco1)c1cc(-c2cccs2)[nH]n1	-1%	x	-2	-17
CCN(CC(=O)Nc1ccccc1OC)C(=O)C1CC2C=CC1C2 (stereo not given)	-8%	-3%	-1	-10
Cc1nnsc1SCCNC(=O)c1c(F)cccc1F	0%	8%[11.4 µM]	-4[1.84 µM]	-82*
O=C1OCCC1Sc1nc2ccccc2n1-c1ccccc1 (stereo not given)	2%	-1%	1	-22
O=C(CN1CCN(Cc2ccc3c(c2)OCO3)CC1)N1CCc2[nH]c3ccc(F)cc3c2C1	-2%	31%[activator]	-1	u
COc1ccc(C/C(C)=N/NC(=O)c2cc(C)oc2C)cc1	-3%	x	x	15
CCOC(=O)/C=C1\SCC(=O)N1CC(=O)NC(C)c1ccccc1 (stereo not given)	1%	x	x	u
CCCCNC(=O)C1C2C=CC3(CN(Cc4ccccc4Cl)C(=O)C13)O2 (stereo not given)	-4%	-1%	-3	-1
O=S(=O)(Cc1cc(Oc2ccccc2)nc(-c2ccccc2)n1)c1ccccc1	-8%	-2%	9	-102*
Cc1cc(C)n(CC(=O)N/N=C/c2ccco2)n1	10%	12%	-2	46
C=CCNC(=O)C12CCC(C)(C(=O)C1Br)C2(C)C (stereo not given)	-2%	x	x	33
CCCn1c(=NC(=O)c2ccco2)c(C(=O)OCC)cc2c(=O)n3ccccc3nc21	-12%	-13%	13	19
CCc1cc2c(=O)[nH]cnc2s1	3%	-9%	-4	26
CCOC(=O)c1c(/N=C/N(C)C)sc(/C=N/Nc2ccccc2)c1-c1ccccc1	-6%	x	x	u
CC1(C)S[C@@H]2[C@H](NC(=O)Cc3ccccc3)C(=O)N2[C@H]1C(=O)O	-1%	1%[0.0915 µM]	-3[20.6 µM]	-28
O=c1cc(-c2ccccc2Cl)c2c([nH]1)CCC2	-20%	x	-13	-15
CNC(=O)N(O)C1N(c2ccccc2)C(=S)SC1(C)C (stereo not given)	9%	x	x	-5
COc1cccc(-c2csc(NC(=O)C3CC3)n2)c1	4%	8%	10	33
Cc1ccc2oc(=O)cc(CN3CCC(C)CC3)c2c1	-3%	-6%	2	34
O=C(C1CCN(Cc2cc(Cl)ccc2O)CC1)N1CCN(Cc2ccccc2)CC1	-1%	19%	8	-4
Cc1ccc(NC(=O)CCc2c(C)nc3ncnn3c2C)cc1	4%	u	3	59
Cc1ccc(NC(=S)NCCN2CCOCC2)cc1	2%	-8%	1	59
O=C(CSc1nc2ccccc2n1CCc1ccccc1)N1CCOCC1	1%	x	1	u
C[N+]1(C2CCC3CCC2C3O)CCCC1 (stereo not given)	0%	x	x	u
COc1ccc(C(=O)c2c(O)cc(-c3ccc(OC)cc3)oc2=O)cc1	-5%	x	x	-11
O=C1c2ccccc2NC(c2cn[nH]c2-c2ccc(Cl)cc2)N1O (stereo not given)	-18%	x	x	38
Cc1ccc(/C=C(\C#N)C(=O)Nc2cccc3ncccc23)o1	-4%	x	x	-26
O=C(COc1ccc2ccccc2c1)NN1C(=O)c2ccccc2C1=O	-3%	x	x	u
COc1cccc(C2CC(C(F)(F)F)n3ncc(C(=O)NCC4CCCO4)c3N2)c1 (stereo not given)	-2%	-4%	0	7
Cc1c(N=C2NC(=O)C(CC(=O)Nc3ccc(Cl)cc3)S2)c(=O)n(-c2ccccc2)n1C (stereo not given)	-15%	1%	-1	u
COc1ccccc1-n1c(SCC(=O)N2CCCCC2)nc2cccnc21	1%	2%	-1	22
CCCCC(=O)Nc1ccc(NC(=S)NC(=O)CCCCl)cc1OC	-2%	x	x	-4
Next part.
SMILES	ALOX12 inhib	ALOX15B inhib	IMPase cell inh	PNC assembly inh
Cn1c(N)c(C(=O)c2ccccc2)c(=O)n(C)c1=O	-8%	1%	-11	41
CCN1CCN(C(=S)Nc2cccc([N+](=O)[O-])c2)CC1	6%	x	6	u
CCOC(=O)c1sc(NC(=O)Nc2ccccc2Cl)cc1C	-2%	x	x	4
O=C(CC(Nc1ccccc1)C(=O)O)c1ccccc1 (stereo not given)	-5%	9%	1	7
CN(C)c1ccc(/C=C2\CCCCC2=O)cc1	-3%	x	10	u
Cc1c(N=Cc2nc3ccccc3n2C)c(=O)n(-c2ccccc2)n1C	8%	-11%	5	21
COc1ccccc1NC(=O)c1ccc(NC(=O)CSc2nncn2C)cc1	0%	x	2	1
COc1ccc(OC)c(CC(NC(C)=O)C(=O)NC2CCN(c3c(Cc4ccccc4)c(C)nc4ncnn34)CC2)c1 (stereo not given)	3%	x	x	-11
COc1ccc(CNC(=O)C2C3C=CC4(CN(Cc5cccnc5)C(=O)C24)O3)cc1 (stereo not given)	2%	2%	-4	-18
CCN(CC)c1ccc(/C=N/Nc2nc(C)cc(C)n2)c(O)c1	-2%	x	x	u
CCCNC(=O)[C@H](Cc1c[nH]c2ccccc12)NC(=O)c1ccccc1Cl	-1%	x	1	11
CCOC(=O)CN1C(=O)C(=O)c2cccc(C)c21	-2%	x	0	u
COc1ccc([C@@H]2CC(=O)c3c(O)cc(O)cc3O2)cc1O	-8%	-10%	-5	x
Cc1ccc(-c2nnc(SCC(=O)N3CCN(c4ccccc4)CC3)o2)cc1	-5%	-6%	-5	u
CC(C)Oc1ccc(-c2cc(C(=O)NCCN3CCOCC3)c3ccccc3n2)cc1	-8%	5%	-19	2
CCOc1cc(C(=O)Nc2cc(C)on2)cc(OCC)c1OCC	-2%	-3%	4	-30
COC(=O)c1nc2ccccc2s1	-4%	x	-22[0.369 µM]	-2
CCCc1cc2c(=O)c(-c3ccc4c(c3)OCCO4)coc2cc1OS(C)(=O)=O	-3%	x	x	u
Cn1cnnc1SC1CCCCC1NS(=O)(=O)c1ccccc1 (stereo not given)	-5%	-6%	-2	u
CC(=C/c1ccc(C(C)C)cc1)/C=N/NC(=O)CSc1ccccn1	-7%	x	x	u
CN(Cc1ccco1)C(=O)C1CCC(=O)N1Cc1ccc(F)cc1 (stereo not given)	2%	-4%	-2	18
COc1cccc(-c2nnc(NC(=O)c3ccc(S(=O)(=O)N4CC(C)OC(C)C4)cc3)o2)c1 (stereo not given)	2%	24%	-3	-3
CCCCC(=O)Nc1ccc(C(=O)Nc2ccc(S(=O)(=O)Nc3ccc(C)cc3)cc2)cc1	0%	x	x	7
CS(=O)(=O)c1cnc2c(-c3ccc(F)cc3)cnn2c1N	-2%	-3%	1	-20
Cc1ccc(S(=O)(=O)N(C)C)cc1NC(=O)COC(=O)/C(=C/c1ccc(F)cc1)c1cccs1	6%	x	x	u
Clc1ccc(-c2cn3nc4c(nc3n2)CCCC4)cc1	-7%	-8%	8	30
CCCCSc1nc(C)c(CC(=O)OC)c(=O)[nH]1	0%	2%	7	4

Sorted by formula weight (descending): 15 of the compounds above.
SMILES	ALOX12 inhib	ALOX15B inhib	IMPase cell inh	PNC assembly inh
Cc1ccc(-c2nn3c(-c4ccco4)nnc3c3ccccc23)cc1S(=O)(=O)N1CCOCC1	-3%	-3%	-7	20
Cc1c(N=C2NC(=O)C(CC(=O)Nc3ccc(Cl)cc3)S2)c(=O)n(-c2ccccc2)n1C (stereo not given)	-15%	1%	-1	u
O=C(C1CCN(Cc2cc(Cl)ccc2O)CC1)N1CCN(Cc2ccccc2)CC1	-1%	19%	8	-4
CC(C)Oc1ccc(-c2cc(C(=O)NCCN3CCOCC3)c3ccccc3n2)cc1	-8%	5%	-19	2
Cc1ccc(-c2nnc(SCC(=O)N3CCN(c4ccccc4)CC3)o2)cc1	-5%	-6%	-5	u
CCCCC(=O)Nc1ccc(NC(=S)NC(=O)CCCCl)cc1OC	-2%	x	x	-4
COc1ccccc1-n1c(SCC(=O)N2CCCCC2)nc2cccnc21	1%	2%	-1	22
CCOC(=O)/C=C1\SCC(=O)N1CC(=O)NC(C)c1ccccc1 (stereo not given)	1%	x	x	u
Cc1ccc(C2N(c3cccc(Cl)c3)C(=O)C3CCCN32)o1 (stereo not given)	0%	4%	2	16
O=C(N/N=C/c1ccco1)c1cc(-c2cccs2)[nH]n1	-1%	x	-2	-17
O=C(COC(=O)c1cccnc1)Nc1ccccc1	2%	x	9	-19
CSc1ccccc1NC(=O)c1ccncc1	-6%	-14%	13	-25
C[N+]1(C2CCC3CCC2C3O)CCCC1 (stereo not given)	0%	x	x	u
COC(=O)c1nc2ccccc2s1	-4%	x	-22[0.369 µM]	-2
CCc1cc2c(=O)[nH]cnc2s1	3%	-9%	-4	26
